Source: PubChem
HTR5A ag = counter-screen for OPRM1-OPRD1 agonists: human HTR5A agonism; P47898; HTR5A agonist assay, luminescence, cell-based; activation, % at 9.3 µM; hit rate 0.61% among 340,000; in the data active = activation mostly above about 9.5%, no sharp cut-off; inactive = mostly below about 7.6%;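 note: 0% = cells with vehicle only and 100% = reference agonist; strong numbers were not always called active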
HTR5A inv ag = inverse agonist of human HTR5A in OPRM1-OPRD1 counter-screen; HTR5A cell line, luminescence, inverse agonism; inhibition, % at 9.3 µM; hit rate 0.083% among 340,000; in the data active = inhibition mostly above about 23%, no sharp cut-off; inactive = mostly below about 18%;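 note: 0% = cells with DMSO and 100% = no-cell wells with DMSO; some compounds called inactive have numbers as strong as hits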
V-ATPase pH = yeast V-ATPase proton transport regulation by pHLuorin; S. cerevisiae, pHLuorin cytosolic pH fluorescence; response, % at 10 µM; hit rate 0.37% among 350,000; AID 504577; in the data active = response mostly above about 7.3%, no sharp cut-off; inactive = mostly below about 5.4%; note: actives read high; inactives centre near 0; some compounds called inactive have numbers as strong as hits; reference of the scale not given here
dFosB act = mouse delta FosB homodimer activation; purified delta FosB, TAMRA-CDK5 oligo fluorescence polarization; percent of positive-control signal above neutral wells; hit rate 0.99% among 340,000; AID 493131; activation, % at 25 µM;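 active = mean activation above about 17%, with every replicate also reaching it, limit read from the data, passing the limit was not always enough; inconclusive = only one of the two conditions met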;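 note: fluorescence polarization rise as delta FosB binds a TAMRA Cdk5 AP-1 oligo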
Target sequence (P13346 whole entry, looked up): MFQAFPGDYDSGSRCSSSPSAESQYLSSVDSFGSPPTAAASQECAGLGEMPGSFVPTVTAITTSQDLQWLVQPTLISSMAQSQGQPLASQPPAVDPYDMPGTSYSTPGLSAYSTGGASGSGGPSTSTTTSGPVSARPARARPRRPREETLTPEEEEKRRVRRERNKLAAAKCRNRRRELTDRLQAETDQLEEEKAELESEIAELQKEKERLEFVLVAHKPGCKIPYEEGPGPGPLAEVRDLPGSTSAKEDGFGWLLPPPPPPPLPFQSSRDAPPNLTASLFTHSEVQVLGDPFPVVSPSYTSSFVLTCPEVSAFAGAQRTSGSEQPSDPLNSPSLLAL
MITF act = MITF TRPM1 promoter activation in melanoma cells | SK-MEL-5 TRPM1-promoter luciferase, 24 h; % of positive control, neutral wells = 0 | activation, % at 12.5 µM | hit rate 0.75% among 300,000;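 active = mean activation of at least 80% with every replicate also reaching 80%; inconclusive = mean reaches 80% but some replicate falls short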;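 note: 0% = neutral control wells and 100% = parthenolide positive control wells; values of inactives mirror those of a sister screen read the other way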
CDK5 inh = blocks human CDK5/p35 kinase activity. Q00535+Q15078. Recombinant CDK5/p35, ADP-Glo luminescence, 60 min. inhibition, % at 10 µM. hit rate 0.01% among 330,000. AID 488839;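 active = highest replicate inhibition of at least 50% and at least 75% of replicates reaching 50%; inconclusive = only one of the two criteria met; inactive = both criteria failed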;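 note: plate controls were DMSO neutral control for no effect and GW8510 at 10 µM for full effect; many of its hits are not listed in these tables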
NSD2 HMT inh = blocks human histone methyltransferase NSD2. O96028. NSD2 peptide methylation, AlphaScreen, 120 min. inhibition, % at 12.5 µM. hit rate 0.54% among 310,000. AID 743445; in the data active = inhibition above about 50%
Wnt act = activates Wnt/beta-catenin signaling in a reporter cell assay; activator, plate reader; activation, % at 9.35 µM; hit rate 1.2% among 300,000; AID 743398; in the data active = activation above about 30%, passing the limit was not always enough; inconclusive = no clear call, values can overlap the other calls;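 note: 0% = neutral control wells and 100% = positive control wells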
PvdQ acylase = blocks Pseudomonas aeruginosa PvdQ acylase activity; hit rate 0.063% among 340,000; AID 488965; inhibition, % at 10 µM; purified PvdQ acylase, fluorescence plate reader; in the data active = inhibition above about 30%, passing the limit was not always enough; inconclusive = no clear call, values can overlap the other calls;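 note: 0% = vehicle neutral wells and 100% = reference inhibitor wells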
SR-BI HDL uptake = inhibitors of mouse SR-BI mediated HDL lipid uptake; AID 488896; hit rate 0.96% among 320,000; ldlA[mSR-BI] CHO cells, DiI-HDL uptake fluorescence, 3 h; inhibition, % at 12.5 µM; Q61009;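 active = mean replicate inhibition of at least 70% and a set share of replicates each scoring 70 or more; inconclusive = meets just one of the two criteria; inactive = fails both criteria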;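 note: 0% = median of neutral control wells and 100% = median of positive control wells; values of inactives mirror those of a sister screen read the other way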
Target sequence (Q61009 whole entry, looked up): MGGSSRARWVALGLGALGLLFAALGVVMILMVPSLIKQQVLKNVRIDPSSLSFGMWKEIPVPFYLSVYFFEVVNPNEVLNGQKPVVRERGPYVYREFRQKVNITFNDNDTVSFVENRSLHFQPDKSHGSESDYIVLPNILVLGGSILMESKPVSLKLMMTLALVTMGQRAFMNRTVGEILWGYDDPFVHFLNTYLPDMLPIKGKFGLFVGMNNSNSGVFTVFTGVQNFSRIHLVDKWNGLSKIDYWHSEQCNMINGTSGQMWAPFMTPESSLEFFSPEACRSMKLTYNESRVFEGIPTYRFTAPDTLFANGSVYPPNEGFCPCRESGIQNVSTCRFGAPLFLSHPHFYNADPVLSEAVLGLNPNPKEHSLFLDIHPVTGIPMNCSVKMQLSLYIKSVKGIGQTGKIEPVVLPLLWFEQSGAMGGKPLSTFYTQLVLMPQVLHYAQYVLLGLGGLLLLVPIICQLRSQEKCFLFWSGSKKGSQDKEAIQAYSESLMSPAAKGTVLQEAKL
* = called active by the depositor; ? = inconclusive; nt = not tested or not shown.

1	O=C(CCl)Nc1cccc2ncccc12
2	O=C(CCC(=O)N(CC(=O)NC1CCCC1)Cc1ccccc1)Nc1nccs1
3	COCCCn1c(=O)/c(=C\c2ccccc2OC(F)F)s/c1=C(/C#N)C(=O)NC(C)C
4	CCn1c(SCC(=O)NCc2ccccc2)nnc1-c1cccnc1
5	Clc1ccc(COc2ccccn2)c(Cl)c1
6	O=C(COC(=O)/C=C/c1ccc(Cl)cc1Cl)Nc1ccc2c(c1)OCCO2
7	CCCCn1nnnc1SCC(=O)NC1CCCCC1
8	O=c1[nH]c2ccccc2nc1-c1cccs1

entry no.	1	2	3	4	5	6	7	8
HTR5A ag	2	2	7	-2	-1	-3	-3	-1
HTR5A inv ag	-45	-31	1	5	14	8	-10	-15
V-ATPase pH	0	-4	-2	-2	-2	-1	4	-5
dFosB act	-3	-2	-3	-7	-5	?	6	-3
MITF act	-25	15	-1	-10	-3	2	5	nt
CDK5 inh	0.7	0.8	-2.4	-1.4	-2.9	0.2	-0.2	-0.1
NSD2 HMT inh	13	-1	-1	0	-2	-2	-1	2
Wnt act	nt	-2	0	-18	-1	0	0	43*
PvdQ acylase	-4	-7	-3	3	8	2	-5	6
SR-BI HDL uptake	-6	-20	55	-6	-10	0	-23	18

9	COc1ccc(C(=O)N/N=C/c2ccc(OC)c(COc3c(F)c(F)cc(F)c3F)c2)cc1
10	CN(CC(=O)Nc1ccccc1-c1ccccc1)Cc1ccccc1Cl
11	CCCOc1ccccc1Cn1c(=O)oc2ccccc21
12	CC(C)(C)c1ccc(C(=O)Nc2cccc(C(=O)N3CCOCC3)c2)cc1
13	Cc1ccc(NC(=O)CC2SCCNC2=O)cc1Cl (centres undefined)
14	O=C(OCc1nc2ccccc2s1)[C@@H]1CCCN1S(=O)(=O)c1ccccc1F
15	Cc1c(C(=O)Nc2ccc(OCc3ccccc3)cc2)cccc1[N+](=O)[O-]
16	CC(=O)OCC1=C(C(=O)O)N2C(=O)C(NC(=O)c3ccc(F)cc3)C2SC1 (centres undefined)

entry no.	9	10	11	12	13	14	15	16
HTR5A ag	1	4	2	4	1	-2	0	0
HTR5A inv ag	-4	-13	-4	5	-2	6	13	-4
V-ATPase pH	4	0	3	-3	1	1	0	0
dFosB act	15	-8	-6	-11	-2	-3	3	-10
MITF act	-9	-3	-2	16	47	1	6	4
CDK5 inh	0.6	-1.2	1.0	-2.2	-0.3	-2.1	-1.0	-1.4
NSD2 HMT inh	-1	-4	-7	0	-5	-1	0	2
Wnt act	-5	-1	-2	10	-4	nt	-4	-2
PvdQ acylase	-3	-6	-7	2	-2	-13	-18	8
SR-BI HDL uptake	2	17	5	22	3	-12	40	-10

17	Brc1ccc(OCc2ccccc2)c(CNCc2ccncc2)c1
18	COc1ccc(NS(=O)(=O)c2cc3c(cc2C)N(C(C)=O)CCO3)cc1OC
19	Cc1cccc(Cn2cnc3c(sc4nc(C)cc(C)c43)c2=O)c1
20	O=C(NNC(=O)c1ccccc1F)c1ccc2nc[nH]c2c1
21	COc1ccccc1NC(=O)Nc1ccc(N2CCOCC2)cc1
22	Cc1cccc(N=C(N2CCOCC2)P(=O)(N2CCOCC2)N2CCOCC2)c1
23	Cn1c(Cc2ccc(Cl)cc2)nnc1SCC(=O)NC1CC1
24	COc1cc2c(cc1OC)CN(C(=O)C1CCC(=O)N(CCCN3CCOCC3)C1)CC2 (centres undefined)

entry no.	17	18	19	20	21	22	23	24
HTR5A ag	2	7	-3	5	-2	-1	0	-3
HTR5A inv ag	-10	-21	7	4	-27	7	24	11
V-ATPase pH	-5	-1	4	8	0	-3	3	-2
dFosB act	-9	0	-13	-3	-2	-17	4	-2
MITF act	0	6	-1	57	69	-1	-9	-3
CDK5 inh	1.0	0.0	0.8	-0.1	-0.7	2.1	-1.2	-0.9
NSD2 HMT inh	-1	nt	0	-5	nt	-1	-3	-2
Wnt act	nt	-2	2	6	7	nt	0	-1
PvdQ acylase	0	-9	-15	-11	-10	-8	-12	0
SR-BI HDL uptake	-18	13	nt	-10	6	-13	-8	-21

25	CCn1c(Cc2ccccc2)nnc1SCC(=O)N1CCCC1=O
26	CCOc1ccccc1NC(=O)C1CCN(C(=O)Cc2ccccc2)CC1
27	O=c1cc(O)nc(SCc2ccccc2)n1-c1ccc(F)cc1
28	COc1ccc(-c2nc(CS(=O)CC(=O)NCCCN3CCOCC3)c(C)o2)cc1OC (centres undefined)
29	Cc1cc(NC(=O)c2ccc3c(c2)OCCO3)ccc1NC(=O)c1ccco1
30	CC12CCC(C(=NO)C1=O)C2(C)C (centres undefined)
31	Cc1nnc(NC(=O)c2sc3nc(-c4cccs4)cc(C(F)(F)F)c3c2N)s1
32	CC(=O)c1c(C)[nH]c(C(=O)N2CCN(C(=O)c3ccco3)CC2)c1C

entry no.	25	26	27	28	29	30	31	32
HTR5A ag	2	2	4	-3	nt	1	5	0
HTR5A inv ag	2	-6	-2	-20	nt	-2	14	13
V-ATPase pH	2	-3	4	1	1	-1	0	4
dFosB act	2	-1	-2	1	3	6	6	0
MITF act	7	7	-13	7	57	3	-26	6
CDK5 inh	-1.6	-0.2	-1.8	-0.8	0.8	0.3	0.3	0.1
NSD2 HMT inh	-2	4	2	-3	2	nt	nt	-1
Wnt act	1	-1	-1	-2	7	-2	nt	-2
PvdQ acylase	-18	-12	-4	3	3	-16	15	-1
SR-BI HDL uptake	-5	47	-38	-19	55	-23	33	-10

33	O=C(COC(=O)CCN1C(=O)C2CC=CCC2C1=O)Nc1ccc(Cl)cc1F (centres undefined)
34	CC(=O)n1cc([C@@H]2C=C(C(=O)N3CCOCC3)O[C@H](OCc3ccc(CO)cc3)C2)c2ccccc21
35	O=c1c2sccc2nc(SCc2ccc([N+](=O)[O-])cc2)n1Cc1ccccn1
36	COc1ccc(CC(=O)Nc2cccc(-c3nnc(-c4cccc(C)c4)o3)c2)cc1OC
37	COc1ccc(-c2cn(CCCOCc3ccccc3)nn2)cc1
38	CCCCCCNC(=O)c1cccc(-c2ccc(C)c3ccccc23)n1
39	CCCC(C)NC(=O)c1cc(C(=O)OC)cc([N+](=O)[O-])c1 (centres undefined)
40	Cc1cccc2cc(=O)[nH]c(C)c12

entry no.	33	34	35	36	37	38	39	40
HTR5A ag	3	-2	0	-11	0	3	0	3
HTR5A inv ag	-7	10	0	-26	-31	-11	-22	-10
V-ATPase pH	-4	-1	2	1	-9	-6	-2	-7
dFosB act	1	-2	-15	-9	5	-4	-1	0
MITF act	6	8	35	11	10	2	5	2
CDK5 inh	-0.8	-1.5	-0.5	-0.7	0.8	0.4	1.4	3.4
NSD2 HMT inh	-3	nt	1	nt	nt	nt	-4	-2
Wnt act	2	-3	9	nt	-2	0	-2	nt
PvdQ acylase	-12	-3	6	-13	-6	0	4	-4
SR-BI HDL uptake	2	-10	27	15	-10	12	11	-23

41	O=C(NCCOc1ccccc1F)Nc1ccc(Br)cc1
42	O=C(NCC1CCCO1)Nc1cc(Cl)cc(Cl)c1 (centres undefined)
43	COc1ccccc1NC(=O)N(Cc1ccc2c(c1)OCO2)Cc1nc2ccccc2c(=O)[nH]1
44	O=C(COC(=O)Cc1cccc(F)c1)NCCc1ccccc1
45	CCCN(Cc1nnc(-c2ccccc2Cl)o1)C(=O)c1ccc(C)c(S(=O)(=O)N2CCOCC2)c1
46	Cc1ccc(Cl)cc1NC(=O)c1cc(NC(=O)C2CCCCC2C(=O)O)ccc1N1CCOCC1 (centres undefined)
47	Cc1c(NC(=S)N2CCN(c3cccc(Cl)c3)CC2)c(=O)n(-c2ccccc2)n1C
48	Cc1ccc(S(=O)(=O)N(C(=O)c2ccncc2)c2ccc(OC(=O)c3ccncc3)cc2)cc1

entry no.	41	42	43	44	45	46	47	48
HTR5A ag	-5	-2	2	-2	-5	1	0	0
HTR5A inv ag	12	0	0	6	13	3	-1	19
V-ATPase pH	-2	1	1	0	1	0	0	-6
dFosB act	-3	-1	-5	-3	-7	-10	-13	3
MITF act	23	33	-11	9	7	-6	6	-18
CDK5 inh	0.1	-1.7	-0.4	-1.0	-4.0	0.4	-1.4	-0.9
NSD2 HMT inh	-4	-1	-3	-1	0	0	8	6
Wnt act	6	2	-4	4	-2	-1	-11	3
PvdQ acylase	-16	9	-12	-9	-14	-11	-3	0
SR-BI HDL uptake	-11	-8	12	8	19	-24	13	-31

Given as tab-separated lines: part of the list above.
entry	canonical_smiles	HTR5A ag	HTR5A inv ag	V-ATPase pH	dFosB act	MITF act	CDK5 inh	NSD2 HMT inh	Wnt act	PvdQ acylase	SR-BI HDL uptake
41	O=C(NCCOc1ccccc1F)Nc1ccc(Br)cc1	-5	12	-2	-3	23	0.1	-4	6	-16	-11
42	O=C(NCC1CCCO1)Nc1cc(Cl)cc(Cl)c1 (centres undefined)	-2	0	1	-1	33	-1.7	-1	2	9	-8
43	COc1ccccc1NC(=O)N(Cc1ccc2c(c1)OCO2)Cc1nc2ccccc2c(=O)[nH]1	2	0	1	-5	-11	-0.4	-3	-4	-12	12
44	O=C(COC(=O)Cc1cccc(F)c1)NCCc1ccccc1	-2	6	0	-3	9	-1.0	-1	4	-9	8
45	CCCN(Cc1nnc(-c2ccccc2Cl)o1)C(=O)c1ccc(C)c(S(=O)(=O)N2CCOCC2)c1	-5	13	1	-7	7	-4.0	0	-2	-14	19
46	Cc1ccc(Cl)cc1NC(=O)c1cc(NC(=O)C2CCCCC2C(=O)O)ccc1N1CCOCC1 (centres undefined)	1	3	0	-10	-6	0.4	0	-1	-11	-24
47	Cc1c(NC(=S)N2CCN(c3cccc(Cl)c3)CC2)c(=O)n(-c2ccccc2)n1C	0	-1	0	-13	6	-1.4	8	-11	-3	13
48	Cc1ccc(S(=O)(=O)N(C(=O)c2ccncc2)c2ccc(OC(=O)c3ccncc3)cc2)cc1	0	19	-6	3	-18	-0.9	6	3	0	-31

(listing goes on)
49	O=C(Cn1c(=O)oc2ccccc21)NCc1ccco1
50	CCOC(=O)C1(CCCc2ccccc2)CCN(C(=O)C2CCCO2)CC1 (centres undefined)
51	CNC(=S)N/N=C(\C)c1ccc(C)c(C)c1
52	Cc1ccc(SCc2nc(-c3cccnc3)no2)cc1
53	CCOC(=O)Cc1csc(NC(=O)Cc2ccccc2)n1
54	CC(C)CC(NC(=O)C1CCC(C)CC1)C(=O)NCc1ccco1 (centres undefined)
55	CCCn1c(N)cc(=O)n(C)c1=O
56	OCCCCC#Cc1c(-c2ccsc2)sc2ccccc12
57	CCOCCc1nnc(NC(=O)Cc2c(F)cccc2Cl)s1

entry no.	49	50	51	52	53	54	55	56	57
HTR5A ag	1	2	4	2	-4	7	-4	5	-3
HTR5A inv ag	-6	-1	0	-31	18	-19	9	2	9
V-ATPase pH	-7	1	-5	-2	6	-4	-1	1	-3
dFosB act	5	-3	-3	-4	-3	-4	-4	-3	-5
MITF act	-1	22	-8	12	-4	-2	7	13	-11
CDK5 inh	-0.8	1.2	0.8	-6.4	-0.6	1.0	3.3	1.8	-1.1
NSD2 HMT inh	8	20	30	0	-1	nt	0	nt	-1
Wnt act	-2	-3	6	nt	1	3	-2	-2	1
PvdQ acylase	4	-4	6	-8	4	-7	-1	-13	-28
SR-BI HDL uptake	-6	40	13	2	7	-5	-4	31	-5
